From PubChem
GDH-TPI counter: inhibits GDH-TPI coupling enzymes, artifact for Mtb FBA screen; GDH-TPI coupled enzyme counterscreen, NADH absorbance; inhibition, % at 4.8 µM; 1.2% of 360,000 active; AID 588335; in the data active means inhibition above about 30%;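 further: 0% = DMSO wells and 100% = wells lacking the enzyme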
MazEF act: activators of E. coli MazEF toxin-antitoxin RNase. FAM/BHQ RNA-DNA oligo cleavage fluorescence, 5 h. activation, % at 20 µM. 0.32% of 350,000 active; in the data active means activation above about 50%
Target sequence (P0AE70 whole entry, looked up): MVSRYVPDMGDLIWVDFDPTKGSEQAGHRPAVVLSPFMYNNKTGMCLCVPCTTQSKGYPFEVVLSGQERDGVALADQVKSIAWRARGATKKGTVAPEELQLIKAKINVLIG
PrPC TRFRET: reduces human prion protein on the cell surface; cell surface PrPC, TR-FRET read-out; inhibition, % at 13.8 µM; P04156; AID 720596; 0.43% of 370,000 active; in the data active means inhibition above about 24%; further: 0% = median of the test wells and 100% = reference compound wells
BoNT-F LC inh: inhibitors of Botulinum neurotoxin F light chain protease; Multiplex microsphere protease cleavage assay, flow cytometry; inhibition, % at 10 µM; 0.22% of 360,000 active; in the data active means inhibition above about 35%, passing the limit was not always enough; further: plate controls were buffer without enzyme for full effect and enzyme alone for no effect
BioA inh: inhibitors of Mycobacterium tuberculosis BioA enzyme; AID 602481; 0.096% of 360,000 active; purified M. tuberculosis BioA enzyme, plate reader; inhibition, % at 9.99 µM; in the data active means inhibition above about 40%
FBA Mtb inh: inhibits M. tuberculosis FBA enzyme; P9WQA3; purified M. tuberculosis FBA, fluorescence read-out; inhibition, % at 1 µM; 2.3% of 360,000 active; AID 588726; in the data active means inhibition above about 27%;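 further: 0% = vehicle and 100% = reference inhibitor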
Target sequence (P9WQA3 whole entry, looked up): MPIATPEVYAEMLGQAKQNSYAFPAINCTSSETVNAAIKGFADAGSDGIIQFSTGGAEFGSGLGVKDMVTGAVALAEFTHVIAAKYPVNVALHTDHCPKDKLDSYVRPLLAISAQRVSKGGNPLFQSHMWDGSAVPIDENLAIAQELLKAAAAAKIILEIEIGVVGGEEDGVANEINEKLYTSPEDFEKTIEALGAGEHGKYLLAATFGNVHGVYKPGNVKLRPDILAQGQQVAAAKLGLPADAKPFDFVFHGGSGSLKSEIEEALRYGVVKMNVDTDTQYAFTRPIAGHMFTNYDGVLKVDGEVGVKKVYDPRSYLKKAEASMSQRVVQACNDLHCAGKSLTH
Rv3671c protease: inhibitors of M. tuberculosis serine protease Rv3671c; P9WHR9; inhibition, % at 5.96 µM; 0.048% of 320,000 active; AID 2606; in the data active means inhibition above about 38%;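 further: extracellular domain of Rv3671c used as enzyme; 0% = enzyme with DMSO and 100% = no enzyme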
FadD28 binding: M. tuberculosis FadD28 bisubstrate binding inhibition; 0.22% of 360,000 active; AID 588549; inhibition, % at 12.5 µM; FadD28 bisubstrate probe binding, fluorescence polarization; in the data active means inhibition above about 8.5%, passing the limit was not always enough
UGM FP inh: inhibitors of M. tuberculosis UDP-galactopyranose mutase. inhibition, % at 10 µM. P9WIQ1. 0.06% of 320,000 active. purified UGM, fluorescence polarization probe displacement; in the data active means inhibition above about 10%, passing the limit was not always enough
Target sequence (P9WIQ1 whole entry, looked up): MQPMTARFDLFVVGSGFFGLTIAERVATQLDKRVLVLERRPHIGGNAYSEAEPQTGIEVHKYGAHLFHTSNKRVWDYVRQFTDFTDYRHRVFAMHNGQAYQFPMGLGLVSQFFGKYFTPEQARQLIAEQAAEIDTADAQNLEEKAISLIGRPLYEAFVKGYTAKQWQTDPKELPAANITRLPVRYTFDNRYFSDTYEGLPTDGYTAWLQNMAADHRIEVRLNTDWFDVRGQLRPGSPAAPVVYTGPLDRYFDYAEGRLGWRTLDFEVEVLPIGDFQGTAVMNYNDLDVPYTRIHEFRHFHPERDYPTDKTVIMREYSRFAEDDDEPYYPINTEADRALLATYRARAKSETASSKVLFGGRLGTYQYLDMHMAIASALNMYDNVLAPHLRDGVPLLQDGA
The depositor's hits bear a star.

For CC[C@H](C)[C@H]1CNC(=O)C(=O)N1CC1CCN(CCc2ccc(Cl)c(Cl)c2)CC1 the results were GDH-TPI counter -2.1, MazEF act -10.9, PrPC TRFRET -2.8, BoNT-F LC inh 0.2, BioA inh -0.5, FBA Mtb inh 0.9 and FadD28 binding -2.2.
CCOC(=O)c1[nH]c(=O)[nH]c1CSc1ccccn1 was read as GDH-TPI counter 2.9, MazEF act -6.1, PrPC TRFRET 2.3, BoNT-F LC inh -0.3, BioA inh -0.4, FBA Mtb inh 2.1, Rv3671c protease -3.1, FadD28 binding -2.3 and UGM FP inh 0.7.
For CCCNC(=O)C1(C)CCN(C(=O)c2ccccc2OC)C1 (stereo unspecified) the results were GDH-TPI counter 1.3, PrPC TRFRET 1.6, BoNT-F LC inh -0.1, BioA inh -0.8, FBA Mtb inh -0.9 and FadD28 binding -0.6.
For CC(=O)C1=NN(c2ccccc2)C(c2ccc3c(c2)OCO3)N1c1ccc(N2CCOCC2)cc1 (stereo unspecified) the results were GDH-TPI counter -2.6, MazEF act -0.2, PrPC TRFRET -5.9, BoNT-F LC inh -3.6, BioA inh -2.0, FBA Mtb inh -5.7, Rv3671c protease 11.3, FadD28 binding -0.7 and UGM FP inh -3.2.
CCOc1ccccc1N(CC(=O)NCCSc1ccccn1)S(=O)(=O)c1ccc(C)cc1 was read as GDH-TPI counter 8.2, MazEF act -3.9, PrPC TRFRET 0.3, BoNT-F LC inh 4.8, BioA inh 0.0, FBA Mtb inh 0.5, Rv3671c protease 1.9, FadD28 binding -6.7 and UGM FP inh 0.7.
`C=CCn1c(SCC(=O)c2ccccc2)nnc1-c1ccc2c(c1)OCO2` gave GDH-TPI counter 3.8, MazEF act 6.3, PrPC TRFRET 0.0, BoNT-F LC inh -1.4, FBA Mtb inh 1.4, Rv3671c protease -6.8, FadD28 binding -1.6 and UGM FP inh 0.2.
For O=C(COc1ccc(Cl)cc1)N1CCN(S(=O)(=O)c2ccccc2)CC1 the results were GDH-TPI counter 6.7, MazEF act 4.5, PrPC TRFRET 0.7, BoNT-F LC inh 0.3, FBA Mtb inh -0.3, Rv3671c protease -4.6, FadD28 binding -1.8 and UGM FP inh 2.4.
`Cc1nnsc1NC(=O)OCc1ccccc1Cl` gave GDH-TPI counter 16.1, MazEF act -15.0, PrPC TRFRET 5.8, FBA Mtb inh 1.3, Rv3671c protease 0.5, FadD28 binding -4.5 and UGM FP inh -2.3.
For COC(=O)c1cc(C(=O)N2CCN(c3ncccn3)CC2)cc([N+](=O)[O-])c1 the results were GDH-TPI counter -6.7, MazEF act -20.7, PrPC TRFRET -13.4, BoNT-F LC inh -1.4, BioA inh 7.3, FBA Mtb inh -3.2, Rv3671c protease -2.3, FadD28 binding -4.0 and UGM FP inh 0.6.
`CCN(CC)C(=O)c1sc(NC(=O)Cc2ccccc2)c(C#N)c1C` gave GDH-TPI counter 7.8, MazEF act -1.7, PrPC TRFRET 3.8, BoNT-F LC inh 2.1, BioA inh 2.8, FBA Mtb inh 3.4, Rv3671c protease -10.4, FadD28 binding 2.0 and UGM FP inh 0.5.
For CC(=O)Nc1ccc(NC(=O)COc2cccc3ccccc23)cc1 the results were GDH-TPI counter -2.7, MazEF act 0.3, PrPC TRFRET 5.0, BoNT-F LC inh -4.2, BioA inh 0.5, FBA Mtb inh 0.4 and FadD28 binding -0.6.
`O=C(Nc1ccccc1-c1ccccc1)C1CCCN(c2ncccn2)C1` (stereo unspecified) gave GDH-TPI counter 5.6, MazEF act -11.2, PrPC TRFRET 0.0, BoNT-F LC inh -2.0, BioA inh 1.0, FBA Mtb inh -0.3, Rv3671c protease 0.8, FadD28 binding 1.4 and UGM FP inh 1.2.
`N#Cc1c(C(F)(F)F)cc(-c2ccc(F)cc2)nc1SCC(=O)O` gave GDH-TPI counter 8.6, MazEF act -4.3, PrPC TRFRET -11.1, BoNT-F LC inh -3.9, FBA Mtb inh -3.1, Rv3671c protease 0.6, FadD28 binding -3.1 and UGM FP inh -0.9.
`NC(=S)c1cc2cc(Cl)ccc2oc1=O` gave GDH-TPI counter 8.9, MazEF act 1.3, PrPC TRFRET -5.4, BoNT-F LC inh 1.5, BioA inh -1.0, FBA Mtb inh 2.8, Rv3671c protease 2.2, FadD28 binding -0.4 and UGM FP inh 4.9.
For COc1ccccc1CCC(=O)Nc1ccc(S(=O)(=O)Nc2ncccn2)cc1 the results were GDH-TPI counter 2.6, MazEF act -30.3, PrPC TRFRET 0.9, BoNT-F LC inh -10.2, BioA inh -0.1, FBA Mtb inh 0.1 and FadD28 binding -0.4.
Screening COC(=O)/C=C1/S/C(=N/N=C/c2ccco2)NC1=O returned GDH-TPI counter 21.5, MazEF act 8.9, PrPC TRFRET -7.3, BioA inh -0.3, FBA Mtb inh -6.2, Rv3671c protease 12.3, FadD28 binding -0.2 and UGM FP inh -2.7.
`c1cncc(C2Nc3ccccc3-c3nc4ccccc4n32)c1` (stereo unspecified) gave GDH-TPI counter 7.8, MazEF act -6.9, PrPC TRFRET 3.2, BoNT-F LC inh -0.4, BioA inh -0.2, FBA Mtb inh 35.9*, Rv3671c protease -14.3, FadD28 binding -2.9 and UGM FP inh 4.0.
`O=c1c2ccccc2ncn1Cc1ccco1` gave GDH-TPI counter 6.1, MazEF act -2.6, PrPC TRFRET -2.8, BoNT-F LC inh 16.3, BioA inh 0.1, FBA Mtb inh -1.5, Rv3671c protease -4.6, FadD28 binding -0.4 and UGM FP inh 3.1.
For O=C(NCc1ccco1)c1c2c(nc3ccccc13)CCC2 the results were GDH-TPI counter 11.2, MazEF act 9.3, PrPC TRFRET -6.4, BoNT-F LC inh -5.7, BioA inh -2.0, FBA Mtb inh 7.3, Rv3671c protease 2.2, FadD28 binding -1.2 and UGM FP inh -1.2.
CC(=O)Nc1ccc(S(=O)(=O)NCCNS(=O)(=O)c2ccc(NC(C)=O)cc2)cc1 was read as GDH-TPI counter -6.8, MazEF act -20.0, PrPC TRFRET -0.7, BoNT-F LC inh 12.7, BioA inh -1.2, FBA Mtb inh -2.4, Rv3671c protease -4.5, FadD28 binding -2.5 and UGM FP inh -4.7.

Fetched by structure from above, three records:
`O=C(Nc1ccccc1-c1ccccc1)C1CCCN(c2ncccn2)C1` (stereo unspecified) gave GDH-TPI counter 5.6, MazEF act -11.2, PrPC TRFRET 0.0, BoNT-F LC inh -2.0, BioA inh 1.0, FBA Mtb inh -0.3, Rv3671c protease 0.8, FadD28 binding 1.4 and UGM FP inh 1.2.
`NC(=S)c1cc2cc(Cl)ccc2oc1=O` gave GDH-TPI counter 8.9, MazEF act 1.3, PrPC TRFRET -5.4, BoNT-F LC inh 1.5, BioA inh -1.0, FBA Mtb inh 2.8, Rv3671c protease 2.2, FadD28 binding -0.4 and UGM FP inh 4.9.
Screening COC(=O)/C=C1/S/C(=N/N=C/c2ccco2)NC1=O returned GDH-TPI counter 21.5, MazEF act 8.9, PrPC TRFRET -7.3, BioA inh -0.3, FBA Mtb inh -6.2, Rv3671c protease 12.3, FadD28 binding -0.2 and UGM FP inh -2.7.

The list continues.
Screening O=C(CN1CCc2ccccc2C1)c1cccs1 returned GDH-TPI counter 6.8, MazEF act 2.4, PrPC TRFRET -1.3, BoNT-F LC inh -1.9, BioA inh 0.8, FBA Mtb inh 3.2, Rv3671c protease 2.8, FadD28 binding -4.4 and UGM FP inh -2.2.
Screening Cc1cccc(-c2cnc(C(O)c3ccc(F)c(C)c3)[nH]2)c1 (stereo unspecified) returned GDH-TPI counter 3.1, PrPC TRFRET -4.7, BoNT-F LC inh -0.8, BioA inh 2.9, FBA Mtb inh -0.4 and FadD28 binding -2.3.
For CCCCNC(=O)c1cc(S(=O)(=O)N2CCCCC2)oc1C the results were GDH-TPI counter -15.1, MazEF act 3.7, PrPC TRFRET -0.6, BoNT-F LC inh 6.9, BioA inh -1.1, FBA Mtb inh -0.8, Rv3671c protease -1.5, FadD28 binding 0.3 and UGM FP inh 2.7.
For N#Cc1ccc(C(=O)Nc2cc(S(=O)(=O)N3CCCC3)ccc2OCC(F)(F)F)cc1 the results were GDH-TPI counter 5.9, MazEF act 0.6, PrPC TRFRET -1.7, BoNT-F LC inh -8.7, BioA inh -0.6, FBA Mtb inh 0.7, Rv3671c protease -0.6, FadD28 binding 0.3 and UGM FP inh -0.7.
For COc1ccc(NC(=O)C2CCCO2)cc1Cl (stereo unspecified) the results were GDH-TPI counter 10.4, MazEF act 0.5, PrPC TRFRET 2.1, BoNT-F LC inh 8.6, BioA inh 0.4, FBA Mtb inh -0.4, Rv3671c protease -5.8, FadD28 binding 0.8 and UGM FP inh 1.8.
For O=C(NCc1ccc2c(c1)OCO2)c1cnc2n(c1=O)CCS2 the results were GDH-TPI counter 16.0, MazEF act 12.9, PrPC TRFRET -0.7, BoNT-F LC inh 6.7, BioA inh 3.0, FBA Mtb inh 2.2, Rv3671c protease 2.8, FadD28 binding -1.2 and UGM FP inh -0.4.
Screening OCc1ccnc(Cl)c1 returned GDH-TPI counter 11.5, MazEF act 1.6, PrPC TRFRET 6.6, BoNT-F LC inh 23.2, FBA Mtb inh -1.1, Rv3671c protease 1.1, FadD28 binding -1.9 and UGM FP inh 1.7.
For O=c1cc(CSc2nnc(-c3cccnc3)n2-c2ccccc2F)nc2sccn12 the results were GDH-TPI counter 16.2, MazEF act 13.5, PrPC TRFRET -5.2, BoNT-F LC inh 10.8, BioA inh 0.0, FBA Mtb inh 2.5, Rv3671c protease -0.2, FadD28 binding -0.8 and UGM FP inh -2.3.
For Cc1ccc(S(=O)(=O)c2nc(-c3ccccc3)oc2N2CCC(C(N)=O)CC2)cc1 the results were GDH-TPI counter 3.7, MazEF act -9.2, PrPC TRFRET 3.0, BoNT-F LC inh -0.2, BioA inh -0.2, FBA Mtb inh -1.8, Rv3671c protease -4.0, FadD28 binding -4.8 and UGM FP inh 0.8.
For OCC1(CO)CC2(C1)CC(CO)(CO)C2 the results were GDH-TPI counter -10.5, MazEF act 11.2, PrPC TRFRET 2.4, BoNT-F LC inh 3.3, BioA inh -0.3, FBA Mtb inh 0.0 and FadD28 binding -3.0.
Screening CC(=O)C(C)n1c(CN2CCN(C(=O)c3ccco3)CC2)nc2c1c(=O)n(C)c(=O)n2C (stereo unspecified) returned GDH-TPI counter 4.3, MazEF act 7.0, PrPC TRFRET -6.5, BoNT-F LC inh 5.8, BioA inh -0.2, FBA Mtb inh -0.8, Rv3671c protease -12.3, FadD28 binding 1.1 and UGM FP inh 0.6.
`O=C1C2C3C=CC(CC3)C2C(=O)N1c1ccc(Cl)cc1` (stereo unspecified) gave GDH-TPI counter 5.6, MazEF act 7.0, PrPC TRFRET 4.7, BioA inh 0.6, FBA Mtb inh -0.2, Rv3671c protease -0.4, FadD28 binding -0.1 and UGM FP inh -0.5.
O=C(/C=C/c1ccccc1)CC(O)(c1ccccc1)C(F)(F)F (stereo unspecified) was read as GDH-TPI counter 13.2, MazEF act 0.0, PrPC TRFRET 5.2, BoNT-F LC inh -2.7, BioA inh 2.2, FBA Mtb inh -3.8, Rv3671c protease -11.7, FadD28 binding -8.3 and UGM FP inh -0.2.
Screening O=c1cc(-c2ccc(F)cc2)oc2ccccc12 returned GDH-TPI counter 9.4, MazEF act 9.3, PrPC TRFRET -1.6, BoNT-F LC inh -10.0, FBA Mtb inh -0.6, Rv3671c protease 5.5, FadD28 binding 0.4 and UGM FP inh 1.4.
For CCOC(=O)C(=O)/C(=C\N(C)C)c1onc(-c2c(Cl)cccc2Cl)c1C(=O)OC the results were GDH-TPI counter -3.4, MazEF act 2.7, PrPC TRFRET -3.2, BoNT-F LC inh -3.0, BioA inh -0.6, FBA Mtb inh 8.1, Rv3671c protease 1.0, FadD28 binding -0.7 and UGM FP inh -1.3.
`O=P(Cc1ccccc1)(c1ccccc1)c1ccccc1` gave GDH-TPI counter -0.7, MazEF act 12.4, PrPC TRFRET 4.9, BoNT-F LC inh -0.4, FBA Mtb inh -3.1, Rv3671c protease -1.6, FadD28 binding -3.6 and UGM FP inh -1.3.
O=C(CCc1nc2ccccc2c(=O)[nH]1)Nc1cc(Cl)ccc1N1CCCC1 was read as GDH-TPI counter 2.1, MazEF act 0.7, PrPC TRFRET -1.3, BoNT-F LC inh -8.1, BioA inh -1.2, FBA Mtb inh 1.3, Rv3671c protease -13.6 and FadD28 binding -0.9.

Rows are unselected; 4.8% or so of the library scored in one or more.
